Bioassay records deposited in PubChem BioAssay by several laboratories.
AddAB inh: less growth of phage-infected E. coli with AddAB; E. coli expressing H. pylori AddAB, absorbance growth; inhibition, % at 11.9 µM; hit rate 0.29% among 330,000; in the data active = inhibition above about 12%;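 also: 0% = vehicle wells of infected cells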
PfHsp90 set2: reduces growth (ATP signal) of yeast expressing P. falciparum Hsp90. S. cerevisiae expressing PfHsp90, BacTiter-Glo ATP, 48 h; yeast lacking PDR1 and PDR3 efflux regulators. inhibition, % at 9.4 µM. hit rate 0.32% among 310,000. AID 504621;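 active = every replicate shows inhibition above about 80%, whatever the replicate mean, limit read from the data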;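 also: 0% = DMSO neutral controls and 100% = 20 µM radicicol positive controls; yeast relying on Plasmodium falciparum Hsp90 in place of its own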
SUMO Mot1 rescue: inhibitors of SUMOylation pathway: yeast Mot1-301 growth rescue. hit rate 1% among 320,000. S. cerevisiae Mot1-301 growth rescue, ATP luminescence, 38.5C; percent above DMSO median, 100 means doubled. AID 2716. growth rescue, % at 18.8 µM;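 active = every valid replicate shows activation above 250% relative to neutral control wells; inactive = the rest, any valid replicate at or below 250%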;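 also: OY570 slx delta 5 strain wells were the positive control but not used for scaling; some compounds called inactive have numbers as strong as hits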
phage Ecoli inh: E. coli growth loss with phage present. hit rate 0.26% among 360,000. inhibition, % at 11.9 µM. growth absorbance; in the data active = inhibition above about 11%
MOR-DOR inv ag: inverse agonists of human mu-delta opioid receptor heterodimerization | P35372+P41143 | cell-based MOR-DOR heterodimer luminescence, inverse agonism | inhibition, % at 9.3 µM | hit rate 0.21% among 340,000; in the data active = inhibition above about 22%, passing the limit was not always enough;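 also: 0% = cells with DMSO and 100% = wells without cells with DMSO; values of inactives mirror those of a sister screen read the other way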
OPRM1-OPRD1 ag: OPRM1-OPRD1 heterodimerization agonism; P35372+P41143; cells, luminescence; activation, % at 9.3 µM; hit rate 0.3% among 340,000; AID 504326; in the data active = activation above about 18%;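 also: 0% = vehicle-treated cells and 100% = reference agonist; values of inactives mirror those of a sister screen read the other way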
Pemphigus Ab inh: inhibitors of pemphigus antibody binding to human desmoglein-3; P32926; DSG3-coupled beads, scFv-anti-DSG3-GFP binding, flow cytometry; stronger effect = lower value; binding (percent of control), % at 10 µM; hit rate 0.48% among 310,000; AID 588358;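 active = binding more than 3 SD below its plate's average and above zero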; also: some compounds called inactive have numbers as strong as hits
Target sequence (P32926 whole entry, looked up): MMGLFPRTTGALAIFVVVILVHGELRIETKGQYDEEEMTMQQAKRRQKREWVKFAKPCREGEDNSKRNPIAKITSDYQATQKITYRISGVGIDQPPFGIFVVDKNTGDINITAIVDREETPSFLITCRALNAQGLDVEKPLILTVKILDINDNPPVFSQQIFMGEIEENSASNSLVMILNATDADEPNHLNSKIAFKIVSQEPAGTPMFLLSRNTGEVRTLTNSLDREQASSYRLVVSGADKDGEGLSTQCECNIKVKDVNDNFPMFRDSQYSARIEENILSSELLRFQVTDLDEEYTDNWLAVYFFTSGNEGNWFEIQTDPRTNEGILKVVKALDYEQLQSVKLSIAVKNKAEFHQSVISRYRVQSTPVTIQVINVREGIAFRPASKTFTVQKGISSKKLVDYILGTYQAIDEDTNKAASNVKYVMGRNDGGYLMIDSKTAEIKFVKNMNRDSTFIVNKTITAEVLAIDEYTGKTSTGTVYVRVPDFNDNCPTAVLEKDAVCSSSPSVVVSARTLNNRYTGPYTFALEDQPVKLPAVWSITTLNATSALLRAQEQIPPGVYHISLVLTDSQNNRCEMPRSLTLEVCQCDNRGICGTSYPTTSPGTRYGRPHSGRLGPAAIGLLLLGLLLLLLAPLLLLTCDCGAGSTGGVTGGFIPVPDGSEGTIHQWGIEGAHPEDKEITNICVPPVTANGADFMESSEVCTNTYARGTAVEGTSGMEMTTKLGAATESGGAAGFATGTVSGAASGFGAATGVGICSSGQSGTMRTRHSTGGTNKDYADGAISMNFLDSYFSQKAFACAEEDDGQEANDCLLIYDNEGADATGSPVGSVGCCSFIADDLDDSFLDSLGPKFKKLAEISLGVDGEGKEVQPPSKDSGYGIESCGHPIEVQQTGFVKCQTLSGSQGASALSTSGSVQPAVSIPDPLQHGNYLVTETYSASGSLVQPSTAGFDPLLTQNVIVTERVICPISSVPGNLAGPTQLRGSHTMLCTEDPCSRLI
PKA-R1A act: activates the PKA-R1A holoenzyme complex | P00514+P68181 | PKA-R1A dissociation, Cy5-IP20 fluorescence polarization; scaled: DMSO 0%, 113 µM cGMP 100% | activation, % at 11.4 µM | hit rate 0.083% among 340,000 | AID 504707;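 active = percent activation above the mean of all tested compounds plus 3 SD, cut at about 19% in these data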;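 also: higher means more PKAc released from R1A so a rise in polarization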
HTR5A ag: activates human HTR5A in OPRM1-OPRD1 agonist counter-screen; P47898; HTR5A agonist assay, luminescence, cell-based; activation, % at 9.3 µM; hit rate 0.61% among 340,000; AID 504692; in the data active = activation mostly above about 9.5%, no sharp cut-off; inactive = mostly below about 7.6%;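 also: 0% = cells with vehicle only and 100% = reference agonist; strong numbers were not always called active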
HTR5A inv ctr: inverse agonist of human HTR5A in OPRM1-OPRD1 counter-screen | inhibition, % at 9.3 µM | P47898 | HTR5A cell line, luminescence, inverse agonism | hit rate 0.083% among 340,000 | AID 504634; in the data active = inhibition mostly above about 23%, no sharp cut-off; inactive = mostly below about 18%;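 also: 0% = cells with DMSO and 100% = no-cell wells with DMSO; some compounds called inactive have numbers as strong as hits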
E coli growth: reduces bacterial viability in AddAB counter-screen; hit rate 0.27% among 330,000; inhibition, % at 11.9 µM; E. coli V3065 growth, OD600 absorbance, 18 h;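 active = inhibition above the campaign's mean inhibition across all tested compounds plus 3 SD, cut at about 9.9% in these data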;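 also: uninfected addAB+ strain grown without phage in ampicillin broth; 0% = DMSO wells and 100% = ciprofloxacin 0.95 µg/ml wells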
* = called active by the depositor; . = no result given.

| SMILES | AddAB inh | PfHsp90 set2 | SUMO Mot1 rescue | phage Ecoli inh | MOR-DOR inv ag | OPRM1-OPRD1 ag | Pemphigus Ab inh | PKA-R1A act | HTR5A ag | HTR5A inv ctr | E coli growth |
| --- | --- | --- | --- | --- | --- | --- | --- | --- | --- | --- | --- |
| COCCCNc1nc2c([nH]1)c(=O)[nH]c(=O)n2C | 1.4 | 12 | -19 | 1.1 | 16 | -2.9 | 100 | -4 | 0 | 22 | 1.4 |
| C[C@H](CO)N1C[C@H](C)[C@@H](CN(C)CC2CCCCC2)Oc2ccc(NC(=O)Cn3cnnn3)cc2C1=O | 2.2 | 16 | -10 | 2.6 | -13 | 2.2 | 117 | -14 | 1 | -3 | -4.0 |
| CC(C)CCN(N=O)[C@@H](Cc1ccccc1)CN(N=O)[C@@H](Cc1ccccc1)CN(C)N=O | 0.9 | 4 | -4 | -0.1 | 2 | -0.4 | 99 | -12 | 1 | -2 | -0.5 |
| COc1ccc(-n2c(SCC(=O)NCc3ccco3)nc3sc4c(c3c2=O)CCN(C)C4)cc1 | -0.2 | 6 | 3 | 3.5 | 18 | -3.6 | 108 | -7 | 6 | 16 | -1.8 |
| CCN(CC)C1CCN(c2nc3nonc3nc2NCCOC)C1 (stereo unspecified) | -1.2 | . | -8 | -1.2 | 12 | -2.2 | 106 | -1 | -3 | -8 | -0.6 |
| O=C(CSc1nccn1Cc1ccco1)Nc1cccc(F)c1 | -0.9 | 2 | -13 | 1.1 | 9 | -1.6 | . | 0 | 3 | -30 | -1.2 |
| O=C(CCCN1C(=O)/C(=C/c2ccc(F)cc2)SC1=S)NC1CCS(=O)(=O)C1 (stereo unspecified) | -0.7 | 4 | 4 | 2.0 | 4 | -0.8 | . | -3 | 0 | 0 | -0.2 |
| CCCNC(=O)CNC(=S)N(Cc1ccccc1F)C1CCCCC1 | 3.7 | 18 | -34 | -2.4 | 1 | -0.1 | . | 2 | 2 | -6 | 0.2 |
| CC(=O)N1c2c(cc(Br)cc2S(=O)(=O)N2CCN(c3ccccn3)CC2)CC1C (stereo unspecified) | -2.4 | 67 | -18 | 3.7 | 10 | -1.9 | 100 | -1 | 4 | -5 | -0.6 |
| O=C(CC12CC3CC(CC(Br)(C3)C1)C2)NC1CCCC1 | 1.9 | -6 | -2 | 0.7 | 11 | -2.0 | 111 | -10 | -6 | 15 | 1.4 |
| CCc1nnc(NC(=O)Cc2ccc(OCc3c(C)noc3C)cc2)s1 | -0.4 | -9 | -5 | 1.6 | -6 | 1.0 | 98 | 3 | -2 | -12 | 1.0 |
| CCS(=O)(=O)N1CCN(C(=O)c2cc(OC)cc(OC)c2)CC1 | 3.4 | 2 | -9 | 0.3 | 6 | -1.0 | 101 | -14 | 2 | 16 | -0.6 |
| COc1cccc(NC(=O)CNC(=O)c2ccc([N+](=O)[O-])cc2)c1 | 0.9 | -22 | 8 | 1.7 | 14 | -2.6 | 99 | -3 | 1 | -2 | -1.0 |
| CCCN(S(=O)(=O)c1ccccc1F)S(=O)(=O)c1ccccc1Br | -0.6 | -4 | 7 | 0.1 | -11 | 1.4 | . | -7 | 0 | 0 | 1.6 |
| CCN(CC)CCNCc1cc(Cl)c(OCC(=O)Nc2ccccc2)c(OC)c1 | -1.6 | 34 | 0 | 1.5 | 1 | -0.1 | 100 | -2 | 0 | 4 | -1.0 |
| CN1CCN(C2=NC(=O)/C(=C/c3cn[nH]c3-c3ccccc3)S2)CC1 | -0.8 | 6 | -16 | 2.1 | -1 | 0.1 | 110 | 1 | 0 | 12 | -0.7 |
| O=C(O)c1cc(S(=O)(=O)NCC2CCCO2)ccc1Cl (stereo unspecified) | 5.1 | 30 | -15 | 3.3 | 8 | -1.3 | . | -4 | 3 | 4 | 1.6 |
| CN(Cc1ccco1)C(=O)Cn1nc(-c2ccc(Cl)cc2)ccc1=O | 1.9 | 12 | 267 | -1.1 | 3 | -0.6 | 102 | 0 | -1 | 2 | 2.5 |
| Cc1c(Cl)cccc1NC(=O)CSc1nnc(C)n1-c1ccccc1 | -0.3 | 19 | -1 | -1.6 | -9 | 1.4 | 101 | -3 | 9 | -23 | 0.4 |
| COc1ccc(S(=O)(=O)N2CCCC(C(=O)NCCc3ccccc3)C2)cc1 (stereo unspecified) | 2.7 | -1 | 12 | 3.5 | 9 | -1.7 | 97 | -11 | -3 | 7 | -1.1 |
| Cc1cc(C)cc(NC(=O)CCn2ccnc2C)c1 | 2.7 | -7 | -14 | 1.4 | 6 | -1.4 | 99 | -1 | 4 | -7 | 0.6 |
| COc1ccc(C2=NOC(C(=O)NCc3ccco3)C2)cc1OC (stereo unspecified) | 1.0 | . | -15 | 1.9 | 15 | -2.9 | 100 | 4 | 5 | -10 | -1.7 |
| N#CCC(=O)Nc1ccc(C(=O)OCC(=O)NNC(=O)c2ccc(Cl)cc2)cc1 | 0.0 | -27 | 4 | 2.4 | 7 | -1.1 | 102 | -2 | -4 | -2 | 0.8 |
| CC(C)CNC(=O)CSc1nc(-c2cccs2)cc(C(F)(F)F)n1 | 1.1 | 5 | 130 | 4.3 | 19 | -3.7 | 107 | 5 | 1 | -16 | -1.9 |
| CN(C)S(=O)(=O)c1cccc(COC(=O)C2=COCCO2)c1 | 0.8 | 6 | 5 | 3.5 | 15 | -2.7 | 100 | -7 | -1 | -33 | -1.4 |
| On1c(-c2ccccc2)nc2ccc(Cl)cc21 | 6.3 | -30 | -1 | 7.5 | -18 | 3.6 | . | 5 | -2 | 5 | 5.4 |
| O=C(NCCNC(=O)c1ccc(Cl)cc1Cl)c1ccco1 | 2.5 | -9 | 107 | -2.0 | -3 | 0.4 | 109 | -1 | 0 | -7 | -2.3 |
| CCC(=O)N(Cc1ccccc1)c1ccccn1 | -3.9 | -2 | 2 | -1.5 | -5 | 1.1 | 90 | -10 | -5 | -12 | -2.9 |
| CC(C)CNC(=O)c1noc2c1CCCC2 | 2.8 | 12 | -5 | 0.5 | -13 | 2.3 | 99 | 4 | 7 | -20 | -0.3 |
| CN(C)/C=C/C(=O)/C=C/c1ccc(Cl)cc1Cl | 4.6 | -9 | 13 | 3.3 | -14 | 2.6 | 105 | 4 | 3 | -8 | 2.7 |
| O=C(CSc1nc2ccccc2c(=O)n1-c1ccccc1Cl)NC1CCS(=O)(=O)C1 (stereo unspecified) | 0.6 | -24 | -17 | -1.0 | 4 | -1.0 | . | 8 | -1 | 1 | -1.8 |
| Cc1ccc(C(=O)NCc2ccccc2F)cc1S(=O)(=O)N1CCCC1 | 0.1 | -15 | 19 | 0.5 | 2 | -0.2 | 114 | 7 | 2 | -5 | -1.5 |
| CSc1nc(N(C)NC(=O)c2ccccc2)c2ccccc2n1 | -2.1 | 5 | 162 | 2.6 | -2 | 0.3 | 108 | -23 | -4 | -15 | -1.1 |
| CN1C(=O)NC(c2ccccc2)C2=C1CN(c1cccc(C(F)(F)F)c1)C2=O (stereo unspecified) | 1.1 | . | 10 | 3.9 | 0 | 0.0 | 102 | -8 | 6 | 10 | 2.8 |
| O=C(CCCN1C(=O)/C(=C/c2cccs2)SC1=S)Nc1cccc(C(=O)O)c1 | 2.2 | -32 | 12 | 3.4 | 15 | -3.0 | 105 | 4 | 5 | -9 | -2.5 |
| NS(=O)(=O)c1ccc(NC(=O)CSc2nnc(COc3ccccc3Cl)n2C2CC2)cc1 | -2.9 | -7 | -1 | 0.5 | -17 | 3.0 | 87 | -7 | -2 | -34 | -0.8 |
| CC(C)(C)C(=O)OC/C(N)=N/OC(=O)c1ccccc1 | 3.1 | -16 | -21 | 1.4 | 12 | -2.4 | 101 | -1 | 1 | 22 | 3.9 |
| CC(=O)c1sc(NC(=O)C2COc3ccccc3O2)nc1C (stereo unspecified) | 1.7 | -1 | 7 | 1.8 | -3 | 0.5 | 99 | -5 | 6 | -18 | -0.3 |
| CCOC(=O)c1ccc(N2C(=O)CC(NC3CCN(C(=O)c4ccc(F)cc4)CC3)C2=O)cc1 (stereo unspecified) | 5.6 | -17 | 21 | -0.7 | 4 | -1.0 | . | -7 | -1 | 3 | 0.5 |
| CCOc1cccc2c1OC1(C)CC2NC(=O)N1c1ccc(OC)cc1 (stereo unspecified) | 0.9 | 0 | -7 | 0.9 | 13 | -3.2 | . | -1 | -4 | 11 | 0.2 |
| C=CCNC(=O)c1cccc(NS(=O)(=O)c2ccc(Cl)cc2)c1 | -1.7 | -15 | -4 | 2.3 | 16 | -3.0 | 97 | 3 | -2 | -20 | -2.5 |
| CCCCCc1ccc(C2=NNC(=O)CC2)cc1 | -1.0 | -12 | 4 | 1.1 | 2 | -0.5 | 103 | -14 | 4 | -15 | -0.9 |
| Cc1noc(C)c1COc1ccc(C(=O)N2CCN(S(=O)(=O)c3ccc(Cl)cc3)CC2)cc1 | 2.0 | . | 4 | 3.0 | 1 | -0.1 | 96 | -5 | 1 | -4 | 2.4 |
| Cc1oc(-c2ccccc2F)nc1CN1CCC(C(=O)NCCC2=CCCCC2)CC1 | 2.6 | . | -7 | 3.2 | 3 | -0.6 | 104 | 3 | 6 | -14 | -0.2 |
| COc1ccc(C(=O)N/N=C/c2sc(=O)n(Cc3cccc(C(=O)O)c3)c2Cl)cc1 | 2.1 | 9 | 4 | 1.4 | -8 | 1.6 | 95 | -9 | 3 | -9 | 1.3 |
| O=C(CSCc1cnn(-c2ccccc2)c1-n1cccc1)NCc1ccc2c(c1)OCO2 | . | -9 | . | 2.7 | 7 | -1.3 | 106 | 2 | 1 | -3 | . |
| CCCCN(C(=O)CSc1nnc2ccccn12)c1c(N)n(Cc2ccccc2)c(=O)[nH]c1=O | 2.4 | -10 | 5 | 1.7 | 17 | -3.3 | 83 | -7 | 2 | 10 | -0.3 |
| OC(CN1CCN(c2cccc(Cl)c2)CC1)c1ccccc1 (stereo unspecified) | 1.1 | 3 | 10 | 0.6 | -30 | 5.2 | 94 | 2 | 13* | -49 | 2.2 |
| Cc1ccc(S(=O)(=O)NCC(c2ccc3c(c2)OCO3)N2CCOCC2)cc1 (stereo unspecified) | -1.0 | 0 | -13 | -0.8 | 5 | -1.0 | 101 | -1 | 3 | 11 | -3.5 |
| Cc1cc(NC(=O)Nc2ccc(F)cc2F)n(C)n1 | 0.6 | 19 | -11 | 4.3 | 17 | -3.3 | 86 | 8 | 3 | 16 | 0.4 |
| Cc1ccc(N2CCN(C(=O)C3CCC(=O)N(Cc4ccc(Cl)cc4)C3)CC2)c(C)c1 (stereo unspecified) | . | . | -9 | -1.6 | 10 | -1.9 | 100 | -7 | 9 | -21 | . |
| C=CCN=C1N[C@@H](c2cccc(C(F)(F)F)c2)C(C(=O)OC)=C(C)N1CC | 5.0 | 8 | 245 | -0.2 | -2 | 0.3 | 106 | 8 | -5 | 8 | 0.9 |
| CN(C(=O)C1CCOC1)c1nnc(C2CCOC2)s1 (stereo unspecified) | 0.8 | -6 | -16 | 1.9 | 10 | -1.7 | 99 | 3 | 0 | -13 | 1.8 |
